# Assay outcomes from PubChem BioAssay.
# TCR activator = T cell receptor activation; primary human leukocytes, anti-CD3, IL-2 HTRF, 48 h; Potency, µM (titrated, usually from 9.22 µM), for the others: top-dose activation of IL-2 secretion, hits mostly activators; 330,000 tested, under 10 active; AID 504894; also: % of control where 0% means no effect
#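 Primary human leukocytes incubated 48 hr with anti-CD3 beads plus compound, without co-stimulation. Secreted IL-2 measured by HTRF (europium cryptate/d2 anti-IL-2 pair, 320 nm excitation, 665 nm emission).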
# Coupling enz = coupling enzyme interference in Giardia aldolase counter-screen; coupling enzyme system counterscreen, AmpLite Red fluorescence; activity change, negative = inhibition, % at 58.2 µM, hits read low; 0.67% of 290,000 active; AID 2472; in the data active = activity change below about -30%; also: % is scaled to controls: 0 for no effect and ±100 for the full control effect
#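 Counterscreen of the coupled detection system alone, without aldolase: glyceraldehyde-3-phosphate coupling enzymes plus AmpLite Red readout. Compounds at 57.5 uM final, 10 min RT preincubation, 20 min RT reaction, fluorescence 525/598 nm.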
# Giardia kill = kills Giardia lamblia. AID 540267. activity change, % at 7.66 µM, hits read low. 0.15% of 340,000 active. Giardia lamblia trophozoite viability; in the data active = activity change below about -80%; inconclusive = between about -30% and that limit;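 also: parasites exposed to compound for two days anaerobically before the ATP read; % is scaled to controls: 0 for no effect and ±100 for the full control effect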
#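 Trophozoite viability was measured as ATP-dependent luminescence, read 15-30 min after reagent addition. Before that, parasites at 100 cells/well were exposed to compounds for 48 h, anaerobically, at 37 deg C.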
# hERG WT inh = inhibitors of human wildtype KCNH2 potassium channel; U2OS, BacMam KCNH2, thallium flux FluxOr; stronger effect = lower value; Q12809; activity change, % at 1.84 µM; 0.37% of 340,000 active;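 active = maximum activity change below -70%; inconclusive = maximum activity change between -70% and -50%; inactive = maximum activity change above -50%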; also: % is scaled to controls: 0 for no effect and ±100 for the full control effect
# Target sequence (Q12809 whole entry, looked up): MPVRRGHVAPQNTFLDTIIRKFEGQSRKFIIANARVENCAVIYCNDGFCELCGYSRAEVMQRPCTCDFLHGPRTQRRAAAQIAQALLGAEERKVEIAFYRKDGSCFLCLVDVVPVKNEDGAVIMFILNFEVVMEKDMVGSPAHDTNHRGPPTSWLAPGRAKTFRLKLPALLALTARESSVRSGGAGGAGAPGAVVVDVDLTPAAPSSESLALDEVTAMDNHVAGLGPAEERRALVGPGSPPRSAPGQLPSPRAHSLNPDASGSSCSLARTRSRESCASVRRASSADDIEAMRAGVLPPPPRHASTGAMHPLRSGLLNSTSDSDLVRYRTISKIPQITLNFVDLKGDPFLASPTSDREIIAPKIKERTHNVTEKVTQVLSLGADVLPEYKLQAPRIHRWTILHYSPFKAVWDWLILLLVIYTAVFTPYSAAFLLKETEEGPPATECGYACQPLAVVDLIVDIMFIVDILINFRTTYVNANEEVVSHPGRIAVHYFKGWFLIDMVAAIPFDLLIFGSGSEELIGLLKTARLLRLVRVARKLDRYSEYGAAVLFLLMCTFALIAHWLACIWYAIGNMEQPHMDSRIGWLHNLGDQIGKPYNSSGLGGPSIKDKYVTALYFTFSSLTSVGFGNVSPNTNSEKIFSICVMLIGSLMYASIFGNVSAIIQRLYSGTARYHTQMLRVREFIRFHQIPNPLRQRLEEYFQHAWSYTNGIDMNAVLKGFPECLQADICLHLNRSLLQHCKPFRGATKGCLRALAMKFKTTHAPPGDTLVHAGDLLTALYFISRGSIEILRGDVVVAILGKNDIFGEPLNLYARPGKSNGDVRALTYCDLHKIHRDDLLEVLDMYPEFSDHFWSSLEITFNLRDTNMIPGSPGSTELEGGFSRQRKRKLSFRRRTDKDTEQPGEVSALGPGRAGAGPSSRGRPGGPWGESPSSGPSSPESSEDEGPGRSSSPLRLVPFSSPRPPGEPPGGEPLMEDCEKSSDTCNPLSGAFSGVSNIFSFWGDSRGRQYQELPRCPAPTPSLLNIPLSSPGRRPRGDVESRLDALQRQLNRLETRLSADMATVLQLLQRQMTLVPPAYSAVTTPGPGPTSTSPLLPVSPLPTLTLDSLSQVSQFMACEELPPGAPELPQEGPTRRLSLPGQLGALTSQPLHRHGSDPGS
#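 U2OS cells transduced with wild-type KCNH2 virus are loaded with FluxOr dye for 45 min, and thallium flux is measured in kinetic reads before and after stimulation buffer. Rate constants are normalized to DMSO controls.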
# CXXC DNA block = MLL CXXC-DNA interaction inhibition. Potency, µM (series often up to 115 µM), inactives show top-dose activity change, negative = inhibition, usual class: inhibitors. 0.037% of 290,000 active. AID 2662. MLL-CXXC / FITC-HOXA9 DNA fluorescence polarization; active = well fitted inhibition curve with a large enough effect in the polarisation, with a control signal flat, not every such curve was filed as active; inconclusive = small, poorly fitted or top-dose-only effect, or effect the other way, or a change in a side signal; inactive = no such curve, though single readings can be large or run the other way; the % refers to the polarisation; also: potency is read from the fitted curve at half-maximal effect
#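 Fluorescence polarization: 7 uM MLL-CXXC (stock) preincubated 5 min with compounds, then 50 nM fluorescein-HOX-A9 DNA (stock) added; 30 min ambient. Buffer 50 mM Tris-HCl pH 7.5, 50 mM NaCl, 1 mM DTT, 0.05% BSA.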
# BCR signal inh = blocks chronic active B-cell receptor signaling; ABC-DLBCL IkBa-CBG/CBR reporter, luminescence ratio, 4 h; Potency, µM (titrated, usually from 46.1 µM), inactives show top-dose ratio change, negative = lower green/red ratio, most hits filed as inhibitors; 0.05% of 340,000 active; active = well fitted inhibition curve with a large enough effect in the signal ratio, with a control signal flat, not every such curve was filed as active; inconclusive = small, poorly fitted or top-dose-only effect, or effect the other way, or a change in a side signal; the % refers to the signal ratio;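 also: potency is read from the fitted curve at half-maximal effect; plate controls were basal doxycycline-induced cells for no effect and cells given 10 µM MG132 for full effect; MG132 reads +100%, hits lower the ratio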
#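 Cell line TMD8 (human ABC DLBCL), stably expressing tet-inducible CBG68-IkBa fusion and CBR; IMDM/0.5% FBS; cpd up to 46 uM; dox induction, 4 h, 37C/5% CO2; dual luminescence; green/red ratio; MG132 control.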
# GALK inh = blocks human galactokinase activity. Purified GALK, Kinase-Glo residual ATP luminescence. AID 1868. Potency, µM (titrated, usually from 57.5 µM), without a hit: at the highest dose activity change, negative = inhibition, hits mostly inhibitors. 0.007% of 270,000 active; also: potency is read from the fitted curve at half-maximal effect; % is scaled to controls: 0 for no effect and ±100 for the full control effect
#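 Luminescence from leftover ATP (Ultra-Glo luciferase/luciferin) served as read-out after a 1 h room-temperature reaction of 5 nM GALK with 35 uM ATP and 100 uM galactose.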
# A-T KAP1 phos = candidate therapy for ataxia-telangiectasia | […] A-T fibroblasts, KAP-1 phosphorylation AlphaLISA; neocarzinostatin DNA damage 30 min before lysis | Potency, µM (titrated, usually from 57.5 µM), without a hit: at the top dose activation, usual class: activators | 0.19% of 320,000 active | AID 485349; also: potency is read from the fitted curve at half-maximal effect; % of control where 0% means no effect; nearly all actives have a fitted effect of over 45% in size
#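 ATM-like activity read as KAP-1 phosphorylation via AlphaLISA donor/acceptor antibody pairs after lysis and 6 hr at 25C. Cells were ATM-null patient fibroblasts ([…], hTERT), dosed 60 min, then exposed to the DSB inducer NCS for 30 min.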
# TSHR antag = blocks TSH signaling through the human TSH receptor; TSHR-expressing cells, TSH-stimulated cAMP HTRF, 2 h; stronger effect = lower value; P16473; 0.2% of 330,000 active; activity change, negative = inhibition, % at 11.5 µM;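 active = activity change below a set negative limit, meaning inhibition stronger than a set level, cut at about -70% in these data; inconclusive = activity change between two set negative limits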; also: % is scaled to controls: 0 for no effect and ±100 for the full control effect
#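 Inhibition of cAMP made by TSHR-expressing cells under TSH stimulation (4nM final, EC80; 2 h, 37 deg C) is quantified with a one-step lysis HTRF kit, anti-cAMP cryptate versus cAMP-d2.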
# Tb PFK block = blocks T. brucei phosphofructokinase; O15648; T. brucei PFK, ADP-Glo luminescence; Potency, µM (top dose mostly 57.5 µM), for inactives: at the top dose activity, negative = inhibition, most hits filed as inhibitors; 0.17% of 330,000 active; AID 485367;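 also: potency is read from the fitted curve at half-maximal effect; 0% = uninhibited 1x PFK enzyme wells and -100% = no-enzyme wells; nearly all actives have a fitted effect of over 60% in size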
#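 Luminescent ADP detection (ADP-Glo, two-step: ATP depletion then ADP-to-ATP conversion for luciferase) reported PFK activity after 45 min room-temperature reaction of 1.25 nM enzyme with 0.5 mM F6P and 0.1 mM ATP at pH 8.0.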
# * marks the source's active call; other numbers are inactive results; ? = inconclusive; . = not tested or not shown; & = joins results of further samples; [ ] = remark or other dose. Unless noted, calls follow the shape of the dose curve; as a rule, active = well fitted curve in the direction sought with a large enough effect; inconclusive = small, poorly fitted or top-dose-only effect, or another doubt; inactive = no such curve, though single readings can be large; an effect the other way counts as inactive or inconclusive.
SMILES,TCR activator,Coupling enz,Giardia kill,hERG WT inh,CXXC DNA block,BCR signal inh,GALK inh,A-T KAP1 phos,TSHR antag,Tb PFK block
COCc1nc2c([nH]1)c(=O)n(C)c(=O)n2CC(C)C,-9%,-1&0,-2,-13,8%,?,.,-2%,-13&-2,-6%
CCOC(=O)C1=C(CC)Nc2ccccc2N=C1NC(=O)c1ccc(S(=O)(=O)N(C)C)cc1,-3%,-2,-5,5,-1%,1%,-6%,9%,0,-5%
CCOC(=O)c1ccccc1NC(=O)/C=C/c1cc(OC)c(OC)c(OC)c1,-3%,3,-4,-10,-20%,-9%,3%,.,1,-1%
C[C@H](NC(=O)c1nc[nH]c1C(=O)N[C@@H](C)C(=O)OC(C)(C)C)C(=O)OCc1ccccc1,7%,0,6,-8,11%,5%,.,6%,16,0%
O=C(N/N=C\c1ccc(CN(Cc2ccc(Cl)cc2)S(=O)(=O)c2ccccc2)o1)C(=O)Nc1ccc(F)cc1,-2%,2,-18,-48,29%,?,0%,-1%,29,3%
O=C(CSc1ccc(Cl)cc1)NNC(=O)c1ccncc1,5%,.,-15,7,.,4%,.,2%,0,-14%
N#Cc1nc(-c2ccccc2F)oc1NCCN1CCOCC1,-18%,1,-13,27,2%,?,1%,9%,1,1%
N#Cc1ccc(N2Cc3ccccc3C2=NC(=O)c2cccnc2Cl)cc1,1%[46.1 µM],1,52[activator],7,0%,?,2%,-4%,8,0%
Cc1ccc(C)c(OCc2cc(C(=O)NC(C)c3cnn(C)c3)no2)c1 (stereo not given),1%,.,4,-12,-7%,-24%,6%,4%,1,0%
Cc1nc(NC(=O)CC(C)C)sc1-c1csc(Nc2ccc(Cl)cc2)n1,-2%,0,2,-3,10%,22%,-1%,4%,-31,-2%
CN(C)CCCN1C(=O)C(=O)/C(=C(/O)c2ccc(OCc3ccccc3)cc2)C1c1cccnc1 (stereo not given),.,2,.,.,-8%,0%,-1%,-2%,1,-6%
CCCCN(C)C(=O)Cn1cnc2sc(C)cc2c1=O,4%,2,-8,1,-11%,10%,2%,0%,5,-3%
Cc1cccc(N2C(=O)NC3(CCCCC3)C2=O)c1,4%,0,-2,1,4%,3%,0%,-3%,-3,-9%
Cn1cccc1C1CCCN1CC(=O)Nc1ccc(C(N)=O)cc1 (stereo not given),-7%,.,1,0,.,-1%,.,4%,6,4%
Cc1ccc(Cn2nnc3c(=O)[nH]c(C(=O)NCc4ccco4)nc32)cc1,2%,-3,18,4,-18%,6%,-1%,-8%,-8,2%
Cc1ccn2c(=O)nc(SCC(=O)Nc3cccc4ccccc34)nc2c1,12%,.,-14,2,.,?,.,7%,-4,-9%
Cc1cnc(C(=O)OCC(=O)Nc2ccc(Br)cc2F)cn1,-2%,.,-14,20,.,2%,.,9%,6,4%
Cc1c(C(=O)C(=O)N2CC=C(c3ccccc3)CC2)c2ccccc2n1C,-2%[46.1 µM],1,4,0,-8%,?,-1%,-5%,6,5%
CCN(CC)S(=O)(=O)c1ccc(Cl)c(C(=O)N2CCc3ccccc32)c1,14%,-1,5,-17,5%,?,0%,0%,8,1%
Cc1ccc(C)c(SCC(=O)NNC(=O)c2ccccc2)c1,-2%,0,-12,-3,15%,-2%,-2%,6%,-11,2%
CCS(=O)(=O)Nc1ccc(C(=O)c2ccccc2)cc1,-8%[46.1 µM],3,-3,5,4%,?,0%,.,-12,0%
CSCC(=O)Nc1nc(-c2ccc3c(c2)OCCO3)cs1,0%,-7,-16,13,10%,?,-2%,-1%,-2,-2%
O=C(O)Cn1c(=O)c2c3c(sc2n(Cc2ccc(F)cc2)c1=O)CCCC3,-1%,5,-13,-20,11%,?,-3%,-7%,-2,5%
Cc1ccc(C2NC(=S)NC3=C2C(=O)CCC3)cc1 (stereo not given),-2%,2,-19,1,-1%,0%,-4%,-2%,5,3%
CC(C)C[C@@H](CNC(=O)OC(C)(C)C)NC(=O)c1nc[nH]c1C(=O)N[C@@H](CC(C)C)C(=O)CNC[C@H](CC(C)C)NC(=O)c1nc[nH]c1C(=O)N[C@@H](Cc1c[nH]c2ccccc12)C(=O)OC(C)(C)C,3%,.,-29,-3,.,2%,.,7%,1,2%
O=C(NC(=S)N1CCOCC1)c1cn(-c2ccccc2)nc1-c1ccccc1,1%,.,-30,-3,.,?,.,-7%,2,-13%
COc1ccc(-n2nnnc2SC(C)C(=O)NC2CCCC2)cc1 (stereo not given),-2%,.,10,9,.,2%,.,1%,3,9%
CSCCNC(=O)c1ccc(OC2CCN(S(=O)(=O)N(C)C)CC2)cc1,5%,1,-30,7,2%,?,-2%,14%,-15,-2%
CCC[C@H]1NC(=O)[C@H](C)N(C)C(=O)C(C)(C)C(=O)C(C)NC(=O)[C@H](Cc2ccc(OC)cc2)N(C)C(=O)[C@H](C(C)C)N(C)C(=O)CNC(=O)[C@H](CC(C)C)N(C)C(=O)CNC(=O)[C@H]([C@@H](C)CC)OC(=O)[C@H]1C (stereo not given in full),5%,.,?,-9,.,?,.,13%,-15,3%
CNc1nc(SC)n(C)c(=O)c1N=O,.,-1,.,.,-7%,-8%,3%,-5%,-15,1%
COCC(=O)NNC(=O)c1ccccc1OC,0%,0,12,-5,11%,5%,-2%,-4%,8,-2%
COc1cc(C(=O)Nc2ccc3c(c2)OCCO3)ccc1OC(C)C,-1%,-6,-29,-17,0%,8%,2%,7%,6,-12%
N#CC(C#N)=C1C=CC=CN1/C(=C\c1ccccc1)C(=O)c1cccs1,-1%[46.1 µM],1,5,18,90%[activator],-2%,.,?,29,1%
COc1ccc(C2=CSC(/N=C/c3ccc(F)cc3)=NN2)cc1,.,0,-11,-7,8%,-2%,.,-9%,6,-27%
O=C(OC1CCOC1=O)C1CCN(S(=O)(=O)c2ccc(Cl)c(C(F)(F)F)c2)CC1 (stereo not given),-1%,.,-7,2,.,0%,.,?,-10,-3%
CS(=O)(=O)Nc1ccc(C(=O)Nc2ccccc2Cl)cc1,1%,2,-3,9,22%,-2%,-4%,4%,14,-1%
Cc1cc(C)nc(N2CCC(C(=O)Nc3ccc(Oc4ccccc4)cc3)CC2)n1,4%,0,1,-12,-3%,0%,-1%,4%,-3,-1%
CCOC(=O)N1CCC(N2C(=O)c3ccc(C(=O)NCc4ccc(F)cc4)cc3C2=O)CC1,-33%[inhibitor][46.1 µM],-1,16,-7,-8%,-1%,-1%,2%,-9,?
Cc1ccccc1CC1SC(N=C(N)N)=NC1=O (stereo not given),.,0,-9,1,1%,1%,-4%,5%,-3,1%
COc1cc2cc(C(c3nnnn3C3CCCC3)N(C)C3CCCCC3)c(=O)[nH]c2cc1OC (stereo not given),-2%[46.1 µM],2,0,-3,0%,-8%,-3%,-2%,3,1%
COc1ccccc1CCc1nnc(CCC(=O)NC(C)Cc2cccc(C)n2)o1 (stereo not given),2%,2,12,-7,-2%,2%,-2%,-8%,-5,3%
COc1cccc2c1c(NC(=O)Nc1ccc(F)cc1F)nn2C,6%,0,9,-2,-3%,?,.,8%,-10,7%
Cc1cc2nnc(SC3CCOC3=O)n2c2ccccc12 (stereo not given),2%,0,-7,-4,1%,-5%,3%,-3%,-13,0%
Clc1ccccc1CSC1=NCCCN1,-10%,-1,-5,0,?,8%,-2%,2%,27,-1%
Cc1ccc2oc(C(=O)NCCCN3CCOCC3)c(C)c2c1,-4%,2,8,15,16%,0%,1%,5%,1,0%
O=C(Nc1nnc(COc2ccccc2F)s1)Nc1ccccc1F,1%,1,-4,4,8%,-3%,1%,10%,8,1%
Cc1cc(NC(=O)CSc2cn(CCNC(=O)c3ccc(F)cc3)c3ccccc23)no1,-4%,0,-7,1,-6%,-5%,-1%,0%,-1,-2%
c1ccc(Oc2nc(N3CCOCC3)nc(N3CCOCC3)n2)cc1,-9%,3,-6,6,-5%,?,0%,4%,-1,0%
COc1ccc([N+](=O)[O-])cc1-c1[nH]c(-c2ccc(C(=O)O)cc2)nc1-c1ccccc1,0%,-1,-16,-20,-25%,-5%,-2%,3%,-8,0%
O=C(Nc1ccc(F)cc1)N1CCCC(c2nc3c(nnn3Cc3ccccc3Cl)c(=O)[nH]2)C1 (stereo not given),7%,1,17,-4,3%,-2%,0%,-2%,4,-2%
Cc1cccc(OCc2nnc(SCCC(=O)O)n2-c2ccccc2)c1,-2%,8,-1,-8,-8%,?,-3%,-1%,-10,-1%

# 2 entries drawn at random from the list so far, as already listed:
SMILES,TCR activator,Coupling enz,Giardia kill,hERG WT inh,CXXC DNA block,BCR signal inh,GALK inh,A-T KAP1 phos,TSHR antag,Tb PFK block
COc1ccccc1CCc1nnc(CCC(=O)NC(C)Cc2cccc(C)n2)o1 (stereo not given),2%,2,12,-7,-2%,2%,-2%,-8%,-5,3%
CCOC(=O)c1ccccc1NC(=O)/C=C/c1cc(OC)c(OC)c(OC)c1,-3%,3,-4,-10,-20%,-9%,3%,.,1,-1%
